Bioassay records: PubChem, National Center for Advancing Translational Sciences (NCATS)
Nrf2 activator = qHTS of Nrf2 Activators. AREc32 ARE-luciferase reporter (MCF7-derived line), luminescence, 24 h. Potency, µM (titrated, usually from 46.1 µM), inactives show at the top dose activation, usual class: activators. 410,000 compounds, 0.31% hits. AID 624171, 2012; further: potency means the concentration at half of the fitted maximal effect; % of control where 0% means no effect; nearly all actives have a fitted effect of over 65% in size
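Steps: seed AREc32_Fluc cells (1000/well, 5% FBS OPTI-MEM); incubate overnight at 37 deg C; add 23 nL compound; incubate 24 hr; add Steady-Glo; hold 30 min RT; read luminescence.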
HepG2 viability = qHTS for Inhibitors of TGF-b: Cytotox Counterscreen. HepG2 CAGA-GFP viability, ATP luminescence, 18 h. Potency, µM (top dose mostly 46.1 µM), without a hit: top-dose activity change, negative = cytotoxicity, hits mostly cytotoxic. 410,000 compounds, 0.76% hits. AID 588856, 2011; further: potency means the concentration at half of the fitted maximal effect; some results filed as inactive show a strong effect at the top dose
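HepG2 CAGA-GFP cells (1000/well, DMEM with 1% FBS) received compound, then TGF-beta at 500 pg/mL final, and were incubated 18 hours at 37 degrees C. Viability was read by CellTiter-Glo luminescence. Media-only wells were set as complete cell-killing and DMSO as no toxicity.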
A549 tox = Nrf2 qHTS screen for inhibitors: counterscreen for cytotoxicity. A549 ARE-Fluc cells, CellTiter-Fluor viability, 18-24 h. Potency, µM (doses to about 46 µM), for the others: top-dose activity change, negative = cytotoxicity, usual class: inhibitors. 390,000 compounds, 0.16% hits. AID 504648, 2011; further: potency means the concentration at half of the fitted maximal effect; on the % scale 0 is the no-effect control and ±100 the full control effect
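A549 ARE-Fluc cells in 5% FBS OPTI-MEM, 5000 cells/well, rested 2 h then exposed to compounds in concentration-response for 18-24 h at 37 °C. Viability by CellTiter-Fluor fluorescence (Ex 405/Em 525) after 30 min; luciferase luminescence (BugLite, 15 min, RT) read afterwards.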
pAkt inh = HTS Assay for Inhibitors of Akt Phophorylation: Primary Screen; Neuro2A IGF-stimulated pAkt S473 HTRF, 20 min; active compounds read low; activity change, % for hits at 50 µM; 360,000 compounds, 0.32% hits; AID 651550, 2012; in the data active means activity change below about -80%; inconclusive means mostly about -51% to -80%; further: on the % scale 0 is the no-effect control and ±100 the full control effect
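Neuro2A cells in DMEM with 0.5% FBS, overnight at 37 deg C, given compound at single 50 µM final, then IGF (6 nM final) for 20 min at 37 deg C. Lysed; phospho-Akt Ser473 by HTRF after 24 h, 665/615 ratio.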
Mm-Cpn inhibitor = Inhibitors of TCP-1 ring complex (TRiC) of Methanococcus maripaludis (MmCpn): qHTS; purified Mm-Cpn ATPase, ADP Transcreener TR-FRET; Potency, µM (highest dose often 76.9 µM), without a hit: at the highest dose activity, negative = inhibition, hits mostly inhibitors; 330,000 compounds, 0.031% hits; AID 504842, 2011; further: potency means the concentration at half of the fitted maximal effect; on the % scale 0 is the no-effect control and ±100 the full control effect; nearly all actives have a fitted effect of over 80% in size
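ATPase turnover read by TR-FRET ADP competition (Eu cryptate antibody/ADP-d2, 665/590 nm): 10uM ATP final, 25nM Mm-CPN final, 30 min 37degC after 10-min compound preincubation, pH 7.4 Tris/KCl/MgCl2/DTT buffer.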
ATXN viability = Viability Counterscreen for Primary qHTS for Inhibitors of ATXN expression | Potency, µM (doses to about 56.7 µM), actives largely listed as cytotoxic | S2 cells (HEK-293 line with an ATXN2-luciferase reporter) viability, CellTiter-Fluor protease fluorescence, 24 h | 400,000 compounds, 0.49% hits; further: potency means the concentration at half of the fitted maximal effect; nearly all actives have a fitted effect of over 40% in size
Nrf2 inh = Nrf2 qHTS screen for inhibitors; A549 ARE-Fluc reporter, luciferase luminescence, 18-24 h; Potency, µM (series often up to 46 µM), inactives show at the highest dose activity change, negative = inhibition, most hits filed as inhibitors; 360,000 compounds, 2.1% hits; further: potency means the concentration at half of the fitted maximal effect; on the % scale 0 is the no-effect control and ±100 the full control effect; nearly all actives have a fitted effect of over 60% in size
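Two sequential reads on A549 ARE_Fluc cells exposed to compound for 18-24 h: a CellTiter-Fluor fluorescence read for viability, then a luciferase luminescence read for Nrf2/ARE activity.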
TGFb SMAD3 inh = qHTS for Inhibitors of TGF-b; 410,000 compounds, 1.2% hits; AID 588855, 2011; Potency, µM (top dose mostly 46.1 µM), inactives show at the highest dose activity, negative = inhibition, hits mostly inhibitors; HepG2 CAGA-GFP TGF-b/SMAD3 reporter, GFP fluorescence, 18 h; TGF-beta stimulated, 500 pg/mL final; further: potency means the concentration at half of the fitted maximal effect; on the % scale 0 is the no-effect control and ±100 the full control effect; nearly all actives have a fitted effect of over 65% in size
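Cell-based qHTS in HEPG2 carrying a CAGA-GFP Smad reporter; compounds added before 500 pg/mL final TGF-beta, 18 h incubation at 37 degrees C, GFP fluorescence quantified per cell by imaging cytometry.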
CCT modulator = High-Throughput Screening for Modulators of Cytosolic Chaperonin Activity; activity change, % (no concentration beside the values), hits read low; AID 651819, 2012; purified chaperonin ATPase assay, HTRF ADP detection, 30 min; 360,000 compounds, 0.3% hits; in the data active means activity change below about -30%; further: on the % scale 0 is the no-effect control and ±100 the full control effect
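Enzyme 40 or 20 nM (batch-dependent) in Tris pH 7.4/KCl/MgCl2/DTT; cpd 76 uM single point; ATP 10 uM; 30 min 37 °C; Transcreener ADP HTRF detection, 30 min RT; ratio 665/615.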
* marks the source's active call; other numbers are inactive results; i = inactive; ? = inconclusive; · = no result given; & = joins results of further samples; [ ] = another dose, or the depositor's remark. Unless noted, the call rests on the fitted dose curve; in most records, active means well fitted curve in the direction sought with a large enough effect; inconclusive means small, poorly fitted or top-dose-only effect, or another doubt; inactive means no such curve, though single readings can be large; an effect the other way counts as inactive or inconclusive.

cpd | mol | Nrf2 activator | HepG2 viability | A549 tox | pAkt inh | Mm-Cpn inhibitor | ATXN viability | Nrf2 inh | TGFb SMAD3 inh | CCT modulator
1 | CCOc1ccc(-c2c(C(=O)N/N=C/c3ccoc3)nnn2-c2nonc2N)cc1 | 0.2% | -4% | -3% | i | -2% | i | 3% | 10% | -2.0
2 | Cc1ccc(N(C(=O)c2ccco2)C2C=CS(=O)(=O)C2)cc1 (stereo unspecified) | -0.9% | 4% | -3% | i | -6% | i | 16% | 1% | -1.9
3 | COc1ccc(C(CCNCc2ccccc2)c2ccc(F)cc2)cc1 (stereo unspecified) | -0.4%[9.22 µM] | -60% | 12% | i | 0% | i | 11% | 18µM* | -0.9
4 | COc1ccccc1C(=O)NC(=S)NC12CC3CC(CC(C3)C1)C2 | -0.4% | -10% | 0% | i | -3% | i | 4% | -5% | -1.4
5 | CCOC(=O)C1=C(c2ccccc2)NC(=O)NC1c1ccc(N(C)C)cc1 (stereo unspecified) | 0.3% | 1% | -3% | i | 0% | i | -14% | -22% | -2.1
6 | COc1ccc(NC(=O)C2CC(=O)N/C(=N/NC(=O)c3ccc(Cl)cc3)S2)cc1 (stereo unspecified) | 0.2% | -6% | -7% | i | 1% | i | -13% | -1% | 0.0
7 | CN1CCN(c2ncnc3c2ncn3[C@H]2CN(Cc3ccc(Cl)cc3)C[C@@H](CO)O2)CC1 | 1.2% | -24% | · | i | · | i | · | -11% | -2.0
8 | O=C1c2ccccc2NC(c2cccc(O)c2)N1Cc1ccco1 (stereo unspecified) | 6.5% | -11%&-13% | 0%&15% | i | -2% | i | ? | 5%&-8% | -1.5

The last four entries of the part before are carried over, then new ones follow.
cpd | mol | Nrf2 activator | HepG2 viability | A549 tox | pAkt inh | Mm-Cpn inhibitor | ATXN viability | Nrf2 inh | TGFb SMAD3 inh | CCT modulator
5 | CCOC(=O)C1=C(c2ccccc2)NC(=O)NC1c1ccc(N(C)C)cc1 (stereo unspecified) | 0.3% | 1% | -3% | i | 0% | i | -14% | -22% | -2.1
6 | COc1ccc(NC(=O)C2CC(=O)N/C(=N/NC(=O)c3ccc(Cl)cc3)S2)cc1 (stereo unspecified) | 0.2% | -6% | -7% | i | 1% | i | -13% | -1% | 0.0
7 | CN1CCN(c2ncnc3c2ncn3[C@H]2CN(Cc3ccc(Cl)cc3)C[C@@H](CO)O2)CC1 | 1.2% | -24% | · | i | · | i | · | -11% | -2.0
8 | O=C1c2ccccc2NC(c2cccc(O)c2)N1Cc1ccco1 (stereo unspecified) | 6.5% | -11%&-13% | 0%&15% | i | -2% | i | ? | 5%&-8% | -1.5
9 | CS(=O)(=O)N1CCc2cc(C(=O)N3CCN(c4ccccc4)CC3)ccc21 | -0.2%&-0.2% | -2%&-20% | 0%&1% | i | -2% | i | ? | -11%&-12% | 0.8
10 | CCc1cc2c(C)cc(=O)oc2cc1OC(=O)C1CCCN1C(=O)OC(C)(C)C (stereo unspecified) | 6.6% | -32% | 11% | i | -3%[15.4 µM] | · | 13% | -6% | -4.2
11 | COCc1nc(-c2ccc(-c3ccc(C)cc3)nc2OC)no1 | 2.9% | -18% | -14% | i | -5% | i | -5% | 4% | -1.7
12 | CC(C)C(C)NC(=O)CSc1nc2scc(-c3ccco3)c2c(=O)n1-c1ccccc1 (stereo unspecified) | -0.5% | -15% | -7% | i | 0% | i | · | -5% | -2.2
13 | Cc1nc2nc[nH]n2c(=O)c1CCC(=O)Nc1ccc(F)cc1 | -0.8% | 2% | -11% | · | · | i | 14% | 14% | ·
14 | CC(C)C[C@@H](CSc1ccccc1)N1CCN(C)CCC1=O | 0.3% | 2%&3% | -6% | i | 0% | i | ? | 1%&-9% | -0.4
15 | Cc1ccc(Cc2c(C(C)(C)C)nc3cc(C)c(Br)c(C)n23)cc1 | -0.4% | -23% | · | i | · | i | · | ? | -1.1
16 | CCOC(=O)c1c(NC(=O)C2C3C=CC(C3)C2C(=O)O)sc2c1CCC(C)C2 (stereo unspecified) | 4.2% | -21% | 1% | i | -7% | i | -23% | ? | 1.8
17 | O=C(c1cc(C(=O)N2CCN(c3ccc(F)cc3)CC2)cc([N+](=O)[O-])c1)N1CCN(c2ccc(F)cc2)CC1 | 0.5% | -13% | -13% | i | 1% | i | 18µM* | ? | -2.2
18 | c1ccc2c(c1)CNc1ccccc1-2 | 0.2% | -15% | 9% | i | · | i | -35% | -2% | -2.8
19 | CCOC(=O)c1nc(Nc2ccc(C(=O)OC)cc2)c2ccccc2n1 | 0.1%&3.1% | -22%&4% | 2%&-8% | · | -2% | i | ? | -24%&5% | -1.8
20 | Cc1[nH]c(=O)[nH]c(=O)c1S(=O)(=O)N(CC(C)C)CC(C)C | -0.3% | 3% | -10% | i | 1% | i | -8% | 14% | 1.5
21 | CCCCC1CCC(C(=O)N2CCOCC2)CC1 (stereo unspecified) | -0.7% | -23% | -3% | i | -1% | ? | 1% | -8% | -2.7
22 | CSc1ncc(C(=O)NCc2ccc(F)cc2)c(-c2ccccc2)n1 | 2.1% | -10% | 7% | · | · | i | 41% | -7% | ·
23 | O=C(c1ccc2c(c1)C(=O)N(Cc1ccco1)C2=O)N1CCOCC1 | -0.3% | -1% | 3% | · | -4% | i | · | ? | 0.6
24 | CC(C)(C)c1cc(NC(=O)NN2CCOCC2)nn1-c1c(Cl)cc(Cl)cc1Cl | -0.7% | -115% | 11% | i | -1% | i | 2% | -32% | -1.8

TGFb SMAD3 inh: entries above that show a hit
#	Structure	pAkt inh	Mm-Cpn inhibitor	TGFb SMAD3 inh	CCT modulator
3	COc1ccc(C(CCNCc2ccccc2)c2ccc(F)cc2)cc1 (stereo unspecified)	i	0%	18µM*	-0.9

(cont.)
cpd | mol | Nrf2 activator | HepG2 viability | A549 tox | pAkt inh | Mm-Cpn inhibitor | ATXN viability | Nrf2 inh | TGFb SMAD3 inh | CCT modulator
25 | COC(=O)c1ccc(OC(=O)c2nn(C)cc2Cl)c(OC)c1 | 0.0% | -2% | -3% | i | 1% | i | -15% | 10% | 0.8
26 | CC(C)Oc1ccc(C2CCC(=O)NC2=O)cc1 (stereo unspecified) | -0.5% | -6% | 2% | i | 2% | i | -10% | -17% | 0.3
27 | C[C@@H]1CN([C@H](C)CO)S(=O)(=O)c2ccc(C#Cc3ccccc3F)cc2O[C@H]1CN(C)C(=O)c1ccc2c(c1)OCO2 | -4.7% | -30% | · | i | · | 13µM* | · | ? | -0.3
28 | COc1ccc(N2CCN(CC(O)COc3ccc(C(C)(C)C)cc3)CC2)cc1 (stereo unspecified) | 0.2% | 6% | 1% | · | · | i | 3% | 0% | ·
29 | CC(C)NC(=O)CSc1ccccc1C(=O)NCc1ccc2c(c1)OCO2 | -0.8% | 3% | 12% | i | 2% | i | · | -3% | -2.5
30 | CCc1nc2ccc(C(=O)NCCC(C)C)cn2c1N(CCN(C)C)CC1CC1 | -0.4%[9.22 µM] | -12% | · | i | · | i | · | 19% | 1.0
31 | Cn1c(SCc2cnc(-c3ccccc3)s2)nnc1C1COc2ccccc2O1 (stereo unspecified) | -0.5% | -9% | 4% | i | -2% | i | -26% | 13% | -0.4
32 | Cc1ccc(-c2nc3cc(C)c(Br)c(C)n3c2Cc2ccccc2)cc1 | 4.1% | -20% | · | i | · | i | · | -1% | 0.1
33 | Cc1ccccc1C(=O)n1nc(-c2ccco2)nc1NCc1ccc(Cl)cc1 | 0.3% | 10% | 3% | · | · | i | 17% | 13% | ·
34 | N#CCCn1nc(-c2ccc([N+](=O)[O-])cc2)cc1Nc1ccccc1NC(=O)C(F)(F)F | 4.7% | -15% | -29% | i | 2% | i | ? | -12% | -0.2
35 | CC(C)C(c1nnnn1Cc1ccc(F)cc1)N1CCC(C(N)=O)CC1 (stereo unspecified) | 1.7% | 1% | -1% | i | -1% | i | -1% | 1% | -0.1
36 | CC(C)CC(C(=O)OCC(=O)Nc1ncc(Cl)cc1Cl)N1C(=O)c2ccccc2C1=O (stereo unspecified) | 0.4% | 0% | -4% | i | -28% | i | · | 20% | 1.3
37 | COc1cc(OC)c(OC)cc1CNC(=O)c1cc(=O)c2ccccc2o1 | ? | -1% | -7% | i | 2% | i | ? | 0% | -2.9
38 | CC1CN(C(=O)CNC(=O)COc2ccccc2)CC(C)O1 (stereo unspecified) | -0.1% | 11% | 0% | i | 0% | i | 5% | -5% | -2.2
39 | CC(C)(C)NC(=O)C(c1ccccc1)N(C(=O)c1ccco1)C1CC1 (stereo unspecified) | -0.2% | 15% | -3% | i | 1% | i | 5% | 13% | 0.5
40 | CCc1ccc(CNC(=O)c2ccc3nc(C(C)C)oc3c2)cc1 | 2.6% | -39% | 2% | · | · | · | · | ? | ·
41 | C/C(N)=C(/C#N)C(=O)CSc1nc2ccc(C)cc2[nH]1 | -0.1% | -18% | 12% | i | -1% | i | · | -1% | -1.3
42 | COC(=O)N/N=C/c1ccc(-c2cc(Cl)ccc2Cl)o1 | -0.2% | -6% | -4% | i | 0% | i | ? | -28% | -0.9
43 | O=C(C[n+]1ccccc1)N/N=C/c1cc(Br)ccc1F | 0.2% | 7% | 5% | i | 0% | i | -1% | ? | -2.8
44 | CCN(CC)C(=O)N1CCc2ccccc2C1CN1C(=O)c2ccccc2C1=O (stereo unspecified) | -0.1% | -17% | -4% | i | · | i | 4% | -3% | 3.2
45 | CCCc1cc(C(=O)Nc2ccc(C#N)cc2)no1 | -1.0% | -4% | -3% | i | 0% | i | 9% | -3% | -1.2
